TAG inh: inhibitors of triacylglycerol accumulation; H9c2 cells, Nile Red lipid (TAG) fluorescence; cells loaded with 200 µM oleic acid; inhibition, % at 12.5 µM; 230,000 tested, 0.66% active;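 active means pattern-corrected inhibition of lipid staining of at least 50% with the nuclear-stain viability signal not falling by more than 50%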;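 further: 0% = DMSO wells and 100% = triacsin C control wells; some results filed as inactive read as strong as hits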
TAG inh DAPI viability: second read-out of TAG inh, no call of its own (marks repeat the call); DAPI nuclei signal change (viability), lower = more cytotoxic, %;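 whole-well DAPI fluorescence read on a plate reader as a viability signal; minus 50 percent equals half of cells still viable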
An asterisk follows results filed as active. The list is partial, so the mix of outcomes need not match the whole.

SMILES	TAG inh	TAG inh DAPI viability
O=c1nc2n(c3ccc([N+](=O)[O-])cc13)CCCCC2	-1	8
Cc1ccc(SCCN)cc1C	-3	5
Fc1ccc(/C=N/NC(=S)Nc2ccc(Cl)cc2Cl)cc1	44	-8
COc1cc(OC)c(NC(=O)C2CCCO2)cc1Cl (stereo not drawn)	-11	2
O=C(CNC(=O)c1ccco1)OC(C(=O)c1ccccc1)c1ccccc1 (stereo not drawn)	5	-16
Cc1ccc(S(=O)(=O)N(NC2=NS(=O)(=O)c3ccccc32)C(=O)c2ccccc2)cc1	-5	7
O=S1(=O)N=C(N2CCc3ccccc3C2)c2ccccc21	4	17
CC(c1ccccc1)n1c(N2CCNCC2)nc2c1c(=O)[nH]c(=O)n2C (stereo not drawn)	4	1
COc1ccc(-c2cc(=Nc3ccc(C)cc3)c3ccccc3o2)cc1	46	3
COc1ccc(C(=O)NCC2CCCN2S(=O)(=O)c2ccccc2)cc1OC (stereo not drawn)	-5	-26
COc1ccc(CNC(=S)NCc2ccc(Cl)cc2)cc1OC	7	4
O=C(CSc1ccc(F)cc1)Nc1ccccc1Br	2	-2
COc1cccc(NC(=O)C2CC(=O)N=C(N)S2)c1 (stereo not drawn)	4	-4
COc1ccc(N2CC(C(=O)N3CCC(c4nc5ccccc5[nH]4)CC3)CC2=O)cc1 (stereo not drawn)	27	-9
CN1OC[C@@H]2CN(C(=O)C(C)(C)C)[C@H](c3cccc(Br)c3)C[C@@H]21	-2	6
CCC(CC)N1CCN(C(=O)c2cc(OC)c(OC)c(OC)c2)CC1	4	1
Cc1ccc(-n2cc(CNCCN3CCOC3=O)c(-c3cccc(C)c3)n2)cc1	3	18
NC(=O)COC(=O)CSc1ccc2ccccc2c1	-3	4
O=C(Cc1ccc(F)cc1)NCCS(=O)(=O)N1CCN(c2cccc(Cl)c2)CC1	-19	3
CN(CCCNC(=O)CSc1cc(=O)n(C)c2cc(Cl)ccc12)Cc1ccccc1	18	16
CS(=O)(=O)c1sc(C(=O)NC(=S)Nc2ccc(OC(F)(F)F)cc2)c2c1C=CCC2	2	3
Cc1ccc(S(=O)(=O)NC2=NCN(C)CN2)cc1[N+](=O)[O-]	4	0
CCn1nnc2sc3c(c2c1=O)CCC(C)C3 (stereo not drawn)	-4	2
O=C(CSc1ncn[nH]1)NCc1ccc2c(c1)OCO2	4	-2
COc1cccc(S(=O)(=O)N(C)C[C@@H]2OCc3cnnn3CCCC(=O)N([C@H](C)CO)C[C@@H]2C)c1	2	-8
COc1cccc(NC(=O)C2C3CC4OC(=O)C2C4C3)c1 (stereo not drawn)	-9	-11
CCc1cccc2c1NC(=O)C2=O	14	1
O=C(COC(=O)c1cccc(S(=O)(=O)N2CCOCC2)c1)NCc1ccccc1	-7	-6
COC(=O)c1cccc(CN2C(=O)C(C)Sc3cc(Cl)ccc32)c1 (stereo not drawn)	1	4
Cc1ccc(C(O)c2ncc(-c3ccc(Cl)cc3)[nH]2)cc1 (stereo not drawn)	-16	-4
CC(C)CCOCC(=O)Nc1cccc(C(=O)O)c1	-5	0
O=C(COc1ccccc1)NC(=S)Nc1cccc2c(O)cccc12	12	-20
COc1ccccc1Nc1n[nH]c(=S)s1	6	4
CCCCN(Cc1nc2ccccc2c(=O)[nH]1)C(=O)CN1C(=O)NC2(CCCCC2)C1=O	3	-7
CCn1c(CNS(=O)(=O)c2ccc(Cl)cc2)n[nH]c1=S	2	5
CC(C)Oc1ccc(CNC(=O)Cn2c(=O)oc3ccccc32)cc1	-15	-5
CC(C)Cn1c(N)c(C(=O)COC(=O)c2c(F)cccc2F)c(=O)n(C)c1=O	-25	-10
O=C(COC(=O)C1=COCCO1)Nc1ncc(C(F)(F)F)cc1Cl	-2	0
CC/C(CC(=O)C(F)(F)F)=N\NC(=O)/C(C#N)=C/N(C)C	14	1
CCC/C(=N\NC(=O)C1CC1)c1ccc(Br)cc1	-5	3
COc1ccc(OC)c(S(=O)(=O)NCCc2cn3ccsc3n2)c1	-3	-9
O=C(CCC(=O)N1CCOc2ccccc21)N1CCCCC1	2	2
O=C(COc1ccccc1Br)N1CCN(C(=O)c2ccco2)CC1	-15	-4
CC(CCc1ccc(O)cc1)NCCc1ccc(O)c(O)c1 (stereo not drawn)	3	-15
CCN1CCN(c2ccc(S(=O)(=O)N3CCCCC3)cc2NC(=O)/C=C/c2cc(OC)ccc2OC)CC1	15	37
COc1ccc(Cn2c(=O)sc3ccccc3c2=O)cc1	-19	2
CCCOC(=O)Nc1cc(OC)c(Cl)cc1OC	-10	-5
CCC(CO)NCCNC(CC)CO (stereo not drawn)	1	-5

A stretch from further up, for reference:
SMILES	TAG inh	TAG inh DAPI viability
COc1ccc(Cn2c(=O)sc3ccccc3c2=O)cc1	-19	2
CCCOC(=O)Nc1cc(OC)c(Cl)cc1OC	-10	-5
CCC(CO)NCCNC(CC)CO (stereo not drawn)	1	-5

Random excerpt: 3 compounds from above.
SMILES	TAG inh	TAG inh DAPI viability
Fc1ccc(/C=N/NC(=S)Nc2ccc(Cl)cc2Cl)cc1	44	-8
CCN1CCN(c2ccc(S(=O)(=O)N3CCCCC3)cc2NC(=O)/C=C/c2cc(OC)ccc2OC)CC1	15	37
CCC/C(=N\NC(=O)C1CC1)c1ccc(Br)cc1	-5	3

The main list resumes, repeating the 6 entries before the break.
SMILES	TAG inh	TAG inh DAPI viability
O=C(COc1ccccc1Br)N1CCN(C(=O)c2ccco2)CC1	-15	-4
CC(CCc1ccc(O)cc1)NCCc1ccc(O)c(O)c1 (stereo not drawn)	3	-15
CCN1CCN(c2ccc(S(=O)(=O)N3CCCCC3)cc2NC(=O)/C=C/c2cc(OC)ccc2OC)CC1	15	37
COc1ccc(Cn2c(=O)sc3ccccc3c2=O)cc1	-19	2
CCCOC(=O)Nc1cc(OC)c(Cl)cc1OC	-10	-5
CCC(CO)NCCNC(CC)CO (stereo not drawn)	1	-5
CC1(C(=O)NS(=O)(=O)c2ccc(Cl)cc2)CCN1C(=O)CCc1cccs1 (stereo not drawn)	3	12
COc1ccccc1CNc1nc(Nc2ccccc2OC)c2sccc2n1	-4	2
COc1ccc(NC(=O)CSCC(=O)N2CCN(c3cccc(C(F)(F)F)c3)CC2)cc1	10	2
COc1cc(C(=O)Nc2ccc(NC(=O)C(C)C)nc2)cc(OC)c1OC	-10	2
CCOC(=O)c1ccc(N/C=C/C(=O)c2ccccc2)cc1	-27	6
CCc1cc2cc(C)cc(C)c2nc1SCC(=O)N1CCN(C(=O)c2ccco2)CC1	6	8
CC1CC(C)CN(C(=O)CN2C(=O)NC(C)(C)C2=O)C1 (stereo not drawn)	-14	11
O=C(CN1CCN(Cc2ccccc2Cl)CC1)N/N=C/C=C/c1ccco1	8	4
CCOC(=O)c1sc(NC(=O)Cc2ccc(C)cc2)nc1C	-2	-5
CCOC(=O)c1ccc(NS(=O)(=O)CC)cc1	3	6
Cc1cc(C(=O)CN2C(=O)c3ccccc3S2(=O)=O)c(C)n1-c1ccccc1	-6	-15
CC(=O)c1c(C)[nH]c(C(=O)OCc2cc(-c3ccco3)on2)c1C	-30	7
CSc1ccccc1OCc1cc(C(=O)N(C)Cc2nonc2C)no1	-9	0
CCCCn1cc([N+](=O)[O-])nc1C	-3	-3
O=C(Nc1nnc(-c2ccncc2)s1)Nc1ccccc1F	-5	4
NC(=O)c1cccc(-c2ccnc3c2CC(C(=O)NCc2cccc(Cl)c2)O3)c1 (stereo not drawn)	1	4
COC(c1ccccc1)c1nnc(CCC(=O)NCCC(C)C)o1 (stereo not drawn)	19	-14
COc1ccc(C2NCCCC2c2ccccc2)cc1 (stereo not drawn)	-19	9
Oc1c(C(c2ccccc2)N2CCc3ccccc3C2)sc2ncnn12 (stereo not drawn)	-14	0
Cn1c(=O)c(/C=C/c2ccccc2)nc2ccccc21	14	50
COC(=O)c1cc(NC(=O)Cc2cccs2)cc(C(=O)OC)c1	7	1
COC(=O)NC1(C(F)(F)F)NC(=O)N(C2CCCCC2)C1=O (stereo not drawn)	3	10
CCC(C)NC(=O)Nc1ccc(F)c(Cl)c1 (stereo not drawn)	-12	1
OC1CCCN(Cc2cn(Cc3ccccc3)nc2-c2cc3ccccc3o2)C1 (stereo not drawn)	1	32
C=CCNC(=O)COC(=O)C1CCN(S(=O)(=O)c2ccc3c(c2)OCCO3)CC1	7	0
Cc1[nH]c2c(ccc3cccnc32)c1C	10	-10
COc1ccc2c(c1)C(=O)C1NC(=O)NC(=O)C1(Br)N2 (stereo not drawn)	-10	-2
O=[N+]([O-])c1cccc(/C=N/N2CCN(Cc3ccccc3)CC2)c1	-8	3
CC(C)N(C)Cc1nnnn1CC(=O)NCCc1cccc(C(F)(F)F)c1	10	-13
Cc1ccc(NCC(=O)c2ccccc2)cc1Cl	-7	6
Cc1nnc(N/N=C/c2ccc(-c3ccccc3F)o2)n1N	5	8
O=C(NN=C(Cc1ccccc1)Cc1ccccc1)C1CC1	-13	-3
CNc1cc(-c2ccc(C(=O)OC)cc2)ncn1	6	-7
CC(C)C(=O)NN(C(=O)c1ccccc1)c1ccccc1	-4	3
CCN(C(=O)COC(=O)/C=C/c1nc2ccccc2s1)C1CCS(=O)(=O)C1 (stereo not drawn)	7	2
COc1cc(/C=C2/SC(=S)N(c3ccccc3)C2=O)ccc1Oc1nc(N2CCOCC2)nc(N2CCOCC2)n1	-3	-10
Cc1ccc2[nH]c3c(N4CCOCC4)ncnc3c2c1	-33	12
CSc1nnc2c3cc(C)ccc3n(Cc3ccccc3)c2n1	12	-11
CCC(=O)OC1(C)C(=O)C=C2C=C(C3CC3)OC=C2C1=O (stereo not drawn)	16	-14
CN(CC(=O)Nc1ccc(F)c(F)c1F)C(=O)CN1C(=O)C2CCCCC2C1=O (stereo not drawn)	1	7
O=C(CN1CCN(c2ccc(O)cc2)CC1)Nc1ccc2c(c1)OCCO2	-9	-1
CCc1ccc(/C(C)=N/NC(=O)c2ccccn2)cc1	-7	5
COc1ccccc1CCC(=O)OCC(=O)c1c(N)n(CC(C)C)c(=O)n(C)c1=O	-12	-13
CCN(CC(=O)Nc1ccccc1OC)C(=O)c1cccc(-n2cccc2)c1	-24	-2
CCc1cccc2c(C(=O)CN3C(=O)NC(C)(c4cccc5ccccc45)C3=O)c[nH]c12 (stereo not drawn)	34	-12
O/N=C/c1ccc(OCc2ccccc2)c(Br)c1	1	-14
Cc1ccc(CN(C)C(=O)COC(=O)CSc2cc(C)c3ccccc3n2)cc1	-19	-7
Cc1csc(NC(=O)c2ccc(C)c(S(=O)(=O)N3CCCCC3)c2)n1	-20	0
Cn1ccnc1SCC(=O)N1CCN(S(=O)(=O)c2ccccc2)CC1	16	6
CC1S/C(=C(\C#N)C(=O)NCc2ccco2)N(Cc2ccco2)C1=O (stereo not drawn)	-3	2
Cc1nc(C(=O)NCc2ccccc2)sc1C1(C)CC(c2ccccc2)=NO1 (stereo not drawn)	6	-9
CCN(C(=O)CN1CCN(c2ccccc2)CC1)c1c(N)n(Cc2ccccc2)c(=O)[nH]c1=O	-15	-29
C1CN(CC2COC(CN3CCOCC3)CO2)CCO1 (stereo not drawn)	-7	9
CCOC(=O)N1CCN(C(=O)c2cn(CC)c3ccc(S(=O)(=O)N4CCC(C)CC4)cc3c2=O)CC1	5	1
O=C(CN1CCN(S(=O)(=O)c2cccc(Cl)c2)CC1)N1CCCCC1	32	-4
S=c1[nH]ncn1/N=C/c1ccco1	-3	8
NNC(=O)c1ccc(OCC2CC(c3ccc(Cl)cc3)=NO2)cc1 (stereo not drawn)	-7	7
CCOC(=O)c1nn(-c2ccccc2C)c(=O)c(C#N)c1C	13	-18
Cc1cccc(-n2ncc3c2CCCC3NC(=O)C2=CC(=O)CC(C)(C)O2)c1C (stereo not drawn)	-18	2
CCN1C[C@@H]2[C@@H]3C(=O)N(C)C(=O)[C@@H]3[C@](CC)(C(=O)OC)N2C1=NC	4	2
Next records
SMILES	TAG inh	TAG inh DAPI viability
COc1cc(/C=N/Nc2ccc(S(N)(=O)=O)cc2[N+](=O)[O-])cc(OC)c1O	3	-1
COCCNC(=O)C1(C)CCCN(Cc2ccc(-c3ccccn3)cc2)C1 (stereo not drawn)	17	0
COc1ccccc1C(=O)N/C(=C\c1cn(C)c2ccccc12)C(=O)NCCN1CCOCC1	-3	8
N#CC(C#N)=c1ccc2c(c1)NC1(CCCCC1)N=2	-18	-5
CN1[C@@H](CC(=O)c2ccccc2)CCC[C@H]1C[C@H](O)c1ccccc1	-7	-1
O=C(CSc1nc2ccccc2c(=O)n1-c1ccccc1)NC(=O)CN1CCCC1=O	6	-8
O=C(C[n+]1ccccc1)NNc1ccccc1	-5	-2
Cc1nnc(N/N=C/c2cc([N+](=O)[O-])c(N3CCC(C)CC3)cc2N2CCC(C)CC2)n1N	8	-4
O=C1NC2(CCCCC2)C(=O)N1CCS(=O)(=O)Oc1ccc(Br)cc1	-13	6
CC(C)OC(=O)c1c(NC(=O)C2CC=CCC2C(=O)O)sc2c1CCCCC2 (stereo not drawn)	8	4
O=C(COC(=O)Cc1ccc(F)cc1)NC(=O)NC1CCCC1	-6	11
Cc1cc(OC(=O)c2ccccc2Cl)ccc1N1C(=O)CCC1=O	6	-3
Cc1cccc(NC(=O)Nc2ccncc2)c1	-16	18
O=C(Nc1ccccc1C(=O)NC1CCCCC1)c1ccco1	-3	7
CC(=O)Nc1cccc2c1C(=O)N(c1ccccc1OC(C)=O)C2=O	2	-2

Screens as filed in PubChem.
